Screens from PubChem.
TrxR1 substrate – substrates of rat thioredoxin reductase 1; O89049; purified TrxR1 substrate turnover, NADPH consumption readout; Potency, µM (highest dose often 114 µM), for inactives: at the highest dose activity change, negative = substrate turnover; 390,000 compounds, 0.01% hits; AID 588456; also: potency is read from the fitted curve at half-maximal effect; % is scaled to controls: 0 for no effect and ±100 for the full control effect; nearly all actives have a fitted effect of over 50% in size
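Rat TrxR1, dispensed at 90 nM, was prereduced with 400 uM NADPH (final) for 5 min at ~22 deg C, then incubated with compound 15 min before 400 uM selenite. A first-read NADPH fluorescence drop versus no-compound background flagged substrates.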
HP1b binding inh – HP1-beta chromodomain-methylated histone interaction inhibition | AID 540317 | AlphaScreen HP1-beta / biotin-H3K9me3 peptide binding | 390,000 compounds, 0.56% hits | Potency, µM (doses to about 114 µM), for the others: top-dose activity change, negative = inhibition, usual class: inhibitors; also: potency is read from the fitted curve at half-maximal effect; nearly all actives have a fitted effect of over 70% in size; inactives centre near 23
Target sequence (P83916 whole entry, looked up): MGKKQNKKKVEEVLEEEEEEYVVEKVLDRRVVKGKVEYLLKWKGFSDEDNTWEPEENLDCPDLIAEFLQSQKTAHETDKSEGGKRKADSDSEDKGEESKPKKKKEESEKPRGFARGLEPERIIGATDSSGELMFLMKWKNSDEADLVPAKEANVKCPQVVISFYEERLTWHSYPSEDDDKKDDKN
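AlphaScreen: HP1-beta (50 nM) preformed 30 min with biotin-H3(1-18)K9me3 peptide (50 nM) in PBS pH 7.4, 0.01% Tween-20. Compound added for 30 min at RT, then streptavidin donor/nickel chelate acceptor beads (10 ug/mL) for 30 min.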
IDH1 R132H inh – human IDH1 R132H inhibition; O75874; IDH1-R132H enzyme, NADPH consumption, diaphorase/resazurin fluorescence; Potency, µM (series often up to 76.6 µM), without a hit: top-dose activity change, negative = inhibition, most hits filed as inhibitors; 390,000 compounds, 0.093% hits; also: potency is read from the fitted curve at half-maximal effect; % is scaled to controls: 0 for no effect and ±100 for the full control effect; nearly all actives have a fitted effect of over 65% in size
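IDH1-R132H (0.5 ug/mL) preincubated 30 min with compound, then NADPH (0.016 mM) and alpha-KG (2 mM) added; 80 min at RT, pH 7.5. Remaining NADPH coupled via diaphorase/resazurin to fluorescence (540/590 nm); concentration-response curves normalized to no-enzyme control.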
PI4K2A inh – blocks human PI4K2A kinase activity | AID 1346378 | purified PI4K2A, ADP-Glo luminescence, 1 h; stronger effect = lower value | 420,000 compounds, 0.13% hits | activity change, negative = inhibition, % at 76.9 µM; in the data active = activity change below about -50%; inconclusive = mostly about -30% to -49%;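 also: -100% = wells without enzyme as full effect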
Target sequence (Q9BTU6 whole entry, looked up): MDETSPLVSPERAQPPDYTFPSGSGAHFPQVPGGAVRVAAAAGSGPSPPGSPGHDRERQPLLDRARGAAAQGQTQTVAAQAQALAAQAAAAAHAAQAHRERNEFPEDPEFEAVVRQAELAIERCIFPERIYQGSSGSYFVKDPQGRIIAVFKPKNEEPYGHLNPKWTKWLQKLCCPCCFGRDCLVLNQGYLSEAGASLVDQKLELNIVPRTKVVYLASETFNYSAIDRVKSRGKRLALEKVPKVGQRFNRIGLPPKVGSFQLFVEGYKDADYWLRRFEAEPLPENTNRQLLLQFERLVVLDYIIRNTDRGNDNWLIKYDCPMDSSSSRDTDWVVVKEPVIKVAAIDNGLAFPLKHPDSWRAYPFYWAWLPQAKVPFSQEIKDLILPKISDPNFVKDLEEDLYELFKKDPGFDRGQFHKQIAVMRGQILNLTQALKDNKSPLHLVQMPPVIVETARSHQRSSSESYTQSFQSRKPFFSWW
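PI4K2A activity was measured by ADP-Glo luminescence: enzyme (4 ug/mL stock) and phosphatidylinositol (1.2 mM stock) in Tris pH 7.5/MgCl2/EGTA/Triton X-100 buffer were reacted with ATP (300 microM stock) for one hour at ambient temperature.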
GLS inhibitor – inhibitors of human glutaminase (GLS); AID 624170; GLS enzymatic activity, qHTS titration; O94925; 410,000 compounds, 0.21% hits; Potency, µM (series often up to 45.5 µM), for the others: top-dose activity change, negative = inhibition, hits mostly inhibitors; also: potency is read from the fitted curve at half-maximal effect; % is scaled to controls: 0 for no effect and ±100 for the full control effect
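Glutamate formation by hKGA was monitored fluorometrically using coupled glutamate oxidase, HRP and Amplex Red. Substrate was added as 1 mM L-glutamine solution; incubation was 30 min at RT after an initial read.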
USP1-UAF1 inh – inhibitors of human USP1/UAF1 deubiquitinase; recombinant USP1/UAF1, Ub-Rhodamine cleavage fluorescence; 390,000 compounds, 0.23% hits; Potency, µM (doses to about 57.1 µM), for inactives: at the highest dose activity change, negative = inhibition, hits mostly inhibitors; O94782; also: potency is read from the fitted curve at half-maximal effect; % is scaled to controls: 0 for no effect and ±100 for the full control effect; nearly all actives have a fitted effect of over 60% in size; inactives centre near -12
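USP1/UAF1 complex (1 nM) preincubated 15 min at room temperature with compound, then Ub-Rho substrate (150 nM final) added. Kinetic fluorescence at 480/540 nm over 6 reads at 60 s intervals; 50 mM HEPES pH 7.8, 0.5 mM EDTA, 0.1 mg/ml BSA, 1 mM TCEP, 0.01% Tween-20.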
Pin1 inhibitor – blocks the human prolyl isomerase Pin1 | Pin1 FP peptide displacement, HiFluor488, 10 min | Potency, µM (doses to about 115 µM), inactives show top-dose activity, negative = inhibition, usual class: inhibitors | AID 504891 | Q13526 | 390,000 compounds, 0.009% hits; active = well fitted inhibition curve with a large enough effect in the polarisation, with a control signal flat, not every such curve was filed as active; inconclusive = small, poorly fitted or top-dose-only effect, or effect the other way, or a change in a side signal; inactive = no such curve, though single readings can be large or run the other way; the % refers to the polarisation; also: potency is read from the fitted curve at half-maximal effect; % is scaled to controls: 0 for no effect and ±100 for the full control effect
Target sequence (Q13526 whole entry, looked up): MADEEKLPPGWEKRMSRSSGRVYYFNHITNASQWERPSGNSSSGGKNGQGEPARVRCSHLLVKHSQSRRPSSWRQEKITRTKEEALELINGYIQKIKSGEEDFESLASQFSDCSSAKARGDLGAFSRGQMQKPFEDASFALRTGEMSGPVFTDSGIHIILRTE
Tb PGK inh – T. brucei PGK inhibition | Potency, µM (highest dose often 57.5 µM), without a hit: at the top dose activity change, negative = inhibition, most hits filed as inhibitors | PGK/GAPDH coupled, Kinase-Glo luminescence, 60 min | 380,000 compounds, 0.043% hits | AID 602233; also: potency is read from the fitted curve at half-maximal effect; % is scaled to controls: 0 for no effect and ±100 for the full control effect; nearly all actives have a fitted effect of over 60% in size
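Recombinant glycosomal PGK reaction used 1,3-bisphosphoglycerate generated in-well by GAPDH (100nM final) in 100mM TEA pH 7.6, 5mM MgCl2, 0.01% Tween-20. After 60 minutes at room temperature, ATP was read by Kinase-Glo Plus luminescence end-point.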
TrxR1 inh – rat TrxR1 inhibition | O89049 | recombinant rTrxR1, NADPH fluorescence consumption, selenite substrate | Potency, µM (titrated, usually from 114 µM), for inactives: at the highest dose activity change, negative = inhibition, most hits filed as inhibitors | 390,000 compounds, 1% hits | AID 588453; also: potency is read from the fitted curve at half-maximal effect; % is scaled to controls: 0 for no effect and ±100 for the full control effect; nearly all actives have a fitted effect of over 65% in size
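Rat TrxR1 (90 nM in the dispensed reagent) was pre-reduced with 400 uM NADPH for 5 min at room temperature, then incubated with compound for 15 min. After 400 uM selenite was added, NADPH fluorescence (Ex 340/Em 450 nm) was followed for 8 min.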
* marks the source's active call; other numbers are inactive results; i = inactive; ? = inconclusive; · = not tested or not shown; [ ] = dose if it differs, or a comment. Unless noted, calls follow the shape of the dose curve; as a rule, active = well fitted curve in the direction sought with a large enough effect; inconclusive = small, poorly fitted or top-dose-only effect, or another doubt; inactive = no such curve, though single readings can be large; an effect the other way counts as inactive or inconclusive.

compound,TrxR1 substrate,HP1b binding inh,IDH1 R132H inh,PI4K2A inh,GLS inhibitor,USP1-UAF1 inh,Pin1 inhibitor,Tb PGK inh,TrxR1 inh
CCCCCC(O)(c1ccccc1)C(CN1CCOCC1)c1ccccc1 (configuration not stated),-3%,33%,13%,-4,-1%,-16%,8%,-9%,21%
CCCCOc1ccc2c(C)cc(=O)oc2c1OCCCC,-5%,127%,4%,5,-5%,-21%,-11%,-2%,-9%
CCc1ncc(C(=O)c2ccc(OC)cc2)n1C,-2%,73%[activator],-5%,-6,7%,-8%,1%,-3%,9%
Cc1cccc(NS(=O)(=O)c2ccc3c(c2)NC(=O)CC(=O)N3)c1,-7%,45%[activator],-7%,4,-15%,-4%,3%,1%,2%
Cc1ccc(S(=O)(=O)N2CCN(Cc3cccc(F)c3)CC2)cc1,-2%[57.1 µM],?,6%,-2,-8%,-10%,8%,i,16%[11.4 µM]
Cc1c(C(=O)Nc2ccccc2F)sc2ncnc(N(C)C3CCCCC3)c12,-4%[57.1 µM],39%[activator],·,0,3%,?,?,·,17%[57.1 µM]
CCn1c(SCC(=O)Nc2sc(C)c(C)c2C#N)nnc1C1CC1,5%,68%[activator],-5%,-6,4%,-29%,-4%,i,25%
Nc1nccnc1C(=O)N/N=C/c1ccco1,-8%,40%[activator],14%,0,-20%,-11%,1%,-13%,-25%
Cc1nnc(SC(C)C(=O)NC2CCCCC2)s1 (configuration not stated),-1%[57.1 µM],14%,-5%,-2,2%,-5%,0%,3%,-4%[57.1 µM]
O=[N+]([O-])c1ccc(S(=O)(=O)NCC(c2cccnc2)N2CCc3ccccc3C2)cc1 (configuration not stated),-7%,6%,-1%,-2,-8%,-21%,1%,2%,11%[57.1 µM]
Cc1nc2c(=O)n(-c3ccc(F)cc3F)nc(C)c2s1,-4%,37%[activator],10%,5,-14%,-18%,5%,-3%,25%
COc1ccc(NC(=O)Cn2nc([N+](=O)[O-])c(Cl)c2C)cc1OC,-5%,12%,-4%,1,1%,-10%,1%,-2%,-1%
CCOc1cc(/C=C2\SC(=N)N(c3nccs3)C2=O)ccc1OCCN1CCOCC1,-12%,7%,4%,-3,7%,-19%,?,23%,-8%
Cc1ccccc1OCC(=O)Nc1ccc2oc(=O)ccc2c1,4%[57.1 µM],9%,-5%,-2,1%,-3%,-2%,-11%,0%[57.1 µM]
COc1ccc(-c2cc(N)n(S(=O)(=O)c3ccc(C)cc3)n2)c(OC)c1,4%,18%,5%,2,-2%,-26%,31%[activator],-4%,27%
CC(C)C(=O)N(c1ccc(F)cc1)C1C=CS(=O)(=O)C1 (configuration not stated),-2%,42%,6%,-1,-5%,-16%,5%,i,7%
O=S(=O)(Nc1ccncc1)c1ccc(Cl)cc1,13%[57.1 µM],23%,8%,-6,13%,-6%,3%,-13%,19%[57.1 µM]
C=CCn1c(SCC(=O)NCc2ccc3c(c2)OCO3)nc2scc(-c3ccc(F)cc3)c2c1=O,-5%,49%[activator],-2%,-3,3%,4%,2%,0%,1%
Cc1ccc(N(CC(=O)NC(C)C)C(=O)CCC(=O)Nc2ccccn2)cc1,-2%[57.1 µM],22%,0%,2,1%,-23%,-2%,-12%,14%[57.1 µM]
CCCCS(=O)(=O)Nc1ccc(Cc2ccncc2)cc1,4%,23%,12%,6,9%,1%,?,·,17%
O=c1[nH]cnc2c1C1(CCCC1)Cc1ccccc1-2,7%[57.1 µM],27%,2%,16,10%,-9%,-10%,3%,-7%
O=C(c1ccncc1)c1ccc([N+](=O)[O-])cc1,-7%,43%[activator],2%,-2,-18%,-22%,1%,-10%,-7%
O=C(NCCCN1CCN(c2ccccc2)CC1)c1cc2c(s1)-c1ccccc1OC2,203%[activator],-24%,-9%,1,15%,-3%,1%,0%,2%
COc1ccccc1N(CC(=O)NCc1ccc2c(c1)OCO2)C(=O)CCC(=O)Nc1nccs1,10%[57.1 µM],16%,9%,-9,-1%,-26%,4%,-3%,23%[57.1 µM]
CC1CCCCC1NC(=O)COCc1cc(-c2cccs2)on1 (configuration not stated),4%,25%,0%,-20,2%,-24%,-2%,-8%,45µM*
Cc1nc(-c2ccccc2)sc1C1(C)CC(c2ccc([N+](=O)[O-])cc2)=NO1 (configuration not stated),5%,2%,11%,-4,1%,-28%,0%,-8%,8%
CC(=O)Nc1nc2ccccc2n1CCN(C)C,4%[57.1 µM],-4%,3%,-12,21%,-1%,3%,0%,-4%[57.1 µM]
COC(=O)CN(c1ccc(OCc2ccccc2)cc1)S(C)(=O)=O,-7%,23%,0%,-1,-8%,-21%,-2%,-9%,-3%
Cc1ccc(/C=C2\SC(=S)N(Cc3ccccc3)C2=O)o1,-2%,-21%,10%,-4,?,-26%,?,i,-32%
CCOc1ncccc1C(=O)N(C)CC1COc2ccccc2O1 (configuration not stated),5%,23%,9%,-3,-4%,-9%,8%,i,11%

More records:
mol	TrxR1 substrate	HP1b binding inh	IDH1 R132H inh	PI4K2A inh	GLS inhibitor	USP1-UAF1 inh	Pin1 inhibitor	Tb PGK inh	TrxR1 inh
COc1cccc(-n2nnc3c(=O)n(Cc4ccc(Cl)cc4)cnc32)c1	2%	23%	3%	-3	-5%	-14%	1%	-2%	18%
O=C(Nc1ccccc1)c1cn2ccccc2n1	4%	36%	-8%	-24	-5%	-18%	2%	-25%	17%
O=C(COC(=O)CC12CC3CC(CC(C3)C1)C2)Nc1cccnc1Cl	14%[57.1 µM]	68%[activator]	-1%	-3	14%	-9%	-1%	i	17%
CC(C)CNC(=O)COc1ncnc2sccc12	-5%	30%	-9%	-3	2%	-9%	-2%	-5%	52%[0.0914 µM]
C[C@@H]1CN([C@H](C)CO)C(=O)CCCn2nncc2CO[C@@H]1CN(C)C(=O)c1ccncc1	·	·	-13%	-4	0%	-18%	·	-2%	·
O=C(NCc1ccon1)c1ccc(OC2CCN(CCc3ccccc3)CC2)cc1	1%[57.1 µM]	20%	5%	3	-4%	-24%	4%	i	15%[57.1 µM]
C=CCn1c(SCc2c(F)c(F)c(F)c(F)c2F)nc(O)cc1=O	-6%	24%	1%	-3	12%	-20%	5%	-5%	-5%
CC1CCN(S(=O)(=O)c2cn(CC(=O)Nc3ccc(F)c(Cl)c3)c(=O)c3ccccc23)CC1	6%	16%	-6%	1	0%	-27%	24%	8%	13%
COc1ccc(N2C(=O)CSCC2=O)cc1OC	0%[57.1 µM]	-13%	-4%	-11	-2%	-17%	-1%	-2%	4%[57.1 µM]
Cn1cc(CN2CCCC(C(=O)c3nccn3C)C2)c(-c2cccc(Cl)c2)n1 (configuration not stated)	-4%[57.1 µM]	0%	4%	6	7%	-9%	-14%	2%	-1%[57.1 µM]
COc1ccc(C)cc1NC(=O)COC(=O)c1ccc2c(c1)OCCO2	3%	45%[activator]	-6%	-1	-1%	-23%	0%	4%	17%
Cc1nc2ccc(S(=O)(=O)CCC(=O)Nc3ccc(C(C)C)cc3)cc2s1	1%	5%	-15%	1	6%	-3%	-1%	-1%	12%
CCN(C(=O)c1cc2c(Cl)nc3ccccc3c2s1)c1cccc(Cl)c1	2%	27%	26%	8	5%	-23%	-1%	0%	21%

Quoted at random: 2 entries already listed, in no set order.
mol	TrxR1 substrate	HP1b binding inh	IDH1 R132H inh	PI4K2A inh	GLS inhibitor	USP1-UAF1 inh	Pin1 inhibitor	Tb PGK inh	TrxR1 inh
C=CCn1c(SCc2c(F)c(F)c(F)c(F)c2F)nc(O)cc1=O	-6%	24%	1%	-3	12%	-20%	5%	-5%	-5%
CC(C)CNC(=O)COc1ncnc2sccc12	-5%	30%	-9%	-3	2%	-9%	-2%	-5%	52%[0.0914 µM]

Some of the compounds tested, so the mix of outcomes need not match the whole.
